Compound activity from PubChem BioAssay.
SRC3 TRFRET art – TR-FRET artefact, counter-screen to PPARgamma/SRC-3 agonist assay | PPARgamma/SRC-3 format; stronger effect = higher value | 99,000 tested, 0.39% active | TR-FRET ratio at 8 µM; in the data active = TR-FRET ratio above about 2000; also: inactives centre near 1600; reference of the scale not given here
SRC1 TRFRET art – flags TR-FRET format artefacts in PPARgamma SRC-1 recruitment agonist screen. AID 1051. TR-FRET detection artefact counter-screen, emission ratio; stronger effect = higher value. 99,000 tested, 0.34% active. TR-FRET ratio at 8 µM; in the data active = TR-FRET ratio above about 2300; also: inactives centre near 1800; reference of the scale not given here
Active calls of the source: *.

SMILES	SRC3 TRFRET art	SRC1 TRFRET art
O=C(COc1ccc([N+](=O)[O-])cc1)NCCC1=CCCCC1	1331	1647
CCCS(=O)(=O)N1CCN(S(=O)(=O)c2ccccc2[N+](=O)[O-])CC1	1374	1467
Cc1ccccc1Nc1ccc(S(=O)(=O)N2CCOCC2)cc1[N+](=O)[O-]	1671	1629
CCCCn1c(=O)[nH]c(=O)c2c1nc(-c1ccccc1F)n2Cc1ccccc1OC	1645	1995
COc1cc(NC(=O)COc2ccc(Br)cc2)ccc1NC(=O)C(C)C	1548	1780
Cc1ccc(SC(C)C(=O)Nc2ccccc2-c2ccccc2)cc1 (stereo unspecified)	1600	1894
COc1ccc(CC(=O)Nc2ccc(N3CCCCC3)cc2)cc1	1635	1453
Cc1ccc2c(c1)/C(=C/c1ccco1)C(=O)N2	1763	1932
COc1cc(-n2c(=O)c3ccccc3n(CC(=O)c3ccccc3)c2=O)cc(OC)c1OC	1700	1576
CCOc1c(S(=O)(=O)NC2CC(C)(C)NC(C)(C)C2)ccc(Cl)c1Cl	1751	1909
COc1cc(OC)cc(C(=O)N[C@H](C(=O)Nc2nnc(C3CC3)s2)C(C)C)c1	1745	1982
Cc1cccc(Nc2nc(NCCCN3CCOCC3)nc(N)c2[N+](=O)[O-])c1	1492	1621
Cc1nc(CCNC(=O)CC2C(=O)NCCN2Cc2ccc(F)cc2)sc1C (stereo unspecified)	1491	1753
O=C(c1cc2ccccc2o1)N(C1CC1)C1(C(=O)Nc2ccccc2)CCCC1	1368	1758
COC(=O)c1nn(-c2nc(-c3cccc(OC)c3)cc(C(F)(F)F)n2)cc1[N+](=O)[O-]	1438	1646
Cc1ccccc1C(=O)OCc1nnc(-c2ccc(Cl)cc2)o1	1505	1863
Cc1ccc(NC(=O)c2ccccc2NS(=O)(=O)c2ccc(F)cc2)cc1S(=O)(=O)N1CCCCC1	1642	1762
Clc1ccccc1Cn1nnc2c(Nc3ccccc3)ncnc21	1580	1757
Cc1c(Cl)cccc1NC(=S)NC1CCN(Cc2ccccc2)CC1	1648	2050
Cc1nc(N2CCOCC2)nc(OC(C)C)c1[N+](=O)[O-]	1471	1498
O=C1CCCC(O)=C1C=NCc1ccccc1	1714	1437
O=c1oc2ccccc2n1CCCOc1ccccc1	1658	1844
Cc1ccc(OCCn2cnc3sc(C(N)=O)c(C)c3c2=O)cc1	1650	1964
COc1cc(C(=O)NNC(=S)NCc2ccco2)cc(OC)c1OC	1555	1730
CCCCOC(=O)c1ccc(NC(=O)c2c(Cl)ccc(Cl)c2OC)cc1	1625	1977
O=C(c1ccccc1)c1coc2c1C(=O)c1ccccc1C2=O	1802	2189
CCc1ccccc1NC(=O)CN(C)C(=O)CSc1nnc(Nc2ccc(C)cc2)s1	1538	1491
COC(=O)c1ccccc1OCCOCCOc1cccc2ccc(C)nc12	1593	1778
Cc1ccc(SCc2cc(=O)n(C)[nH]2)cc1	1727	1940
S=C(c1ccc(-c2cccc(Cl)c2)o1)N1CCOCC1	1464	1854
Cc1cc2nccc(-c3ccccn3)n2n1	1445	1992
CC(=O)Nc1ccc(NC(=O)CCc2nc3ccccc3c(=O)[nH]2)cc1	1272	1790
Cc1ccc(C(=O)Oc2coc(CSc3nnc(NC(=O)c4cccs4)s3)cc2=O)cc1C	1302	1491
O=C(NC(=S)Nc1ccc2c(c1)OCCO2)c1ccccc1F	1534	1763
O=C(CCC(=O)N(CC(=O)NC1CCCCC1)CC1CCCO1)Nc1nccs1 (stereo unspecified)	1506	1677
O=C(Nc1nncs1)c1cccnc1Cl	1446	1670
O=C(c1cc(Cl)cc(Cl)c1)N1CCC(=O)N(C(COCc2ccccc2)Cc2ccccc2)CC1 (stereo unspecified)	1494	1817
CNc1nc(-c2ccc3c(c2)CCN3S(=O)(=O)c2ccccc2)c(C)s1	1624	1784
Cc1cc(NC(=O)/C=C/c2ccccc2Cl)n(-c2nc3ccccc3[nH]2)n1	1545	1735
CC1=CS(=O)(=O)CC1SC(=S)N(C)C1CCS(=O)(=O)C1 (stereo unspecified)	1493	1741
COC(=O)c1nc2cc(C)ccn2c1F	1527	1673
O=C(CSc1nnc(-c2ccccn2)o1)Nc1ccccc1	1490	1477
CC(=O)N1CCc2cc(S(=O)(=O)NCCC(=O)Nc3cccc(C)c3)ccc21	1829	1594
CCO[C@@H]1OC(C(=O)N2CCCCCCC2)=C[C@H](c2ccc3c(c2)OCO3)[C@H]1CCCO	1654	1767
CCOC(=O)c1cc(-c2cccc(C(F)(F)F)c2)nc2nc(SC)[nH]c(=O)c12	1520	1865
CSC1=NSC2=NC(=O)/C(=C\c3coc4ccccc4c3=O)C(=N)N12	1493	1656
Nc1nc(COc2ccc(F)cc2Cl)nc(N2CCCCC2)n1	1582	1788
CCOc1ccccc1NC(=O)Cn1cnc2c(nnn2-c2cccc(OC)c2)c1=O	1690	2034
Cc1cc(-c2ccccc2)n(-c2cc(N/N=C/c3ccccc3O)ncn2)n1	1592	1549
CCN(CC)c1ncnc2sc(C(=O)N3CCN(c4ccc(OC)cc4)CC3)c(C)c12	1762	1881
CCOc1cccc(C2C(C(=O)c3cccs3)=C(O)C(=O)N2Cc2cccnc2)c1 (stereo unspecified)	1562	1964
C/C(N)=C(/C#N)C(=O)CSc1nc2ccccc2n1CC(C)C	1469	1915
O=C(CSc1nnc(Cc2ccc(Cl)cc2)o1)Nc1ccccc1	1502	1756
COCCCn1c(SCC(=O)NNC(=O)c2cccc(O)c2)nnc1-c1ccncc1	1615	2039
COC(=O)CNC(c1ccccc1)c1cc(Br)ccc1NS(=O)(=O)c1ccc(C)cc1 (stereo unspecified)	1580	1648
CS(=O)(=O)c1nc2c(cc1C#N)CCCC2	1432	1900
COC(=O)C1=C(C)N(CCc2cc(OC)c(OC)c(OC)c2)C(=O)N[C@H]1c1cccs1	1758	1857
N#Cc1c(N)nc(SCc2ccncc2)c(C#N)c1-c1cccs1	1668	2116
CCOC(=O)c1cc2sc(C)cc2n1CC(=O)Nc1cccc(C)c1C	1629	1836
O=C(CN1CCN(Cc2ccc(Cl)cc2)C1=O)NCCN1CCCC1	1659	2063

More compounds
SMILES	SRC3 TRFRET art	SRC1 TRFRET art
CCN1CCCC1CNCc1ccc(Cl)cc1Cl (stereo unspecified)	1620	1874
CCOC(=O)C[N+](CC)(CC)CC#Cc1ccccc1	1552	1764
CC(=O)c1cc(C(=O)N2CCc3c([nH]c4ccccc34)C2C2CCCCC2)[nH]n1 (stereo unspecified)	1490	1704
Cc1ccc(NC(=O)CN2CCCC2)c2c1CC(C)(C)O2	1598	1816
Cc1cnc(NC(=O)CCNC(=O)c2ccccc2Cl)s1	1561	1721
CCC1COC(c2cccn2Cc2ccccc2Cl)=N1 (stereo unspecified)	1550	1776
COc1cccc(CN2CCC(C(=O)N3CCN(c4ccccc4F)CC3)CC2)c1	1528	1856
COc1ccccc1OC1OC2COC(c3ccco3)OC2C(O)C1NC(C)=O (stereo unspecified)	1431	1433
CCOc1ccc(CCNC(=O)C2CCN(S(=O)(=O)N3CCC(C)CC3)CC2)cc1OCC	1756	1826
N#Cc1nn(-c2ccccc2)nc1N1CCCCC1	1382	1746
CC(C)CCOc1ccccc1C(N)=O	1525	1721
O=C(COC(=O)/C=C/c1ccc(F)cc1)NCc1ccco1	1461	1855
O=C(CCc1nnc(CCCc2ccccc2)o1)NC(C1CC1)C1CC1	1528	1771
Cn1ccnc1C(=O)c1cccc([N+](=O)[O-])c1	1623	1735
CC(=O)Nc1ccc(S(=O)(=O)N2CCN(Cc3cccs3)CC2)cc1	1736	1699
COc1cccc(NC2=C(Cl)C(=O)OC2OC(=O)c2ccco2)c1 (stereo unspecified)	1556	1823
CCOc1ccccc1NC(=O)COC(=O)CSc1ccc(Cl)cc1	1856	1905
COc1ccccc1NC(=O)CSc1ccc2nnc(-c3ccc(C)cc3)n2n1	1381	1985
C=CCNC(=S)Nc1sc2c(c1C(=O)OCC)CC(C)(CC)OC2 (stereo unspecified)	1800	2127
Cc1cc(C)c(NC(=O)Nc2ccccc2C)c(Cl)c1	1453	1910
COc1ccc(C2c3ccc4ccccc4c3Oc3ncn4nc(Cc5ccccc5)nc4c32)cc1OC (stereo unspecified)	1498	1644
CCC1(C)COC2(OC1)C(=O)Nc1ccccc12 (stereo unspecified)	1448	1891
CCOCC(=O)Nc1cc(C(=O)NCCC(C)C)ccc1Cl	1574	1748
CCN(CC)C(=O)c1ccccc1NC(=O)c1ccccc1	1707	1356
CC1(C)CC(NC(=O)Cc2ccccc2[N+](=O)[O-])CC(C)(C)N1	1852	1814
Cc1ccccc1NC(=O)C1CCCN1S(=O)(=O)c1ccc2c(c1)n(C)c(=O)c(=O)n2C (stereo unspecified)	1631	1888
S=c1[nH]nc(CCc2ccc(Cl)cc2)o1	1654	1559
COCCN1CCN(Cc2nc(Cc3ccc(OC)c(OC)c3)no2)CC1	1403	1445
OCCC1CN(Cc2ccsc2)CCN1C1CCCC1 (stereo unspecified)	1563	1587
C/C(=N\NC(N)=S)c1ccc(Cl)s1	1487	1893

Structural class: those above containing bromine.
SMILES	SRC3 TRFRET art	SRC1 TRFRET art
COc1cc(NC(=O)COc2ccc(Br)cc2)ccc1NC(=O)C(C)C	1548	1780
COC(=O)CNC(c1ccccc1)c1cc(Br)ccc1NS(=O)(=O)c1ccc(C)cc1 (stereo unspecified)	1580	1648

Other compounds follow:
SMILES	SRC3 TRFRET art	SRC1 TRFRET art
Nc1ccc(NC(=O)c2ccco2)c(Cl)c1	1528	1691
O=C(COc1cccc2cccnc12)N1CCc2ccccc21	1560	1520
O=C(c1nn(-c2ccccc2)c(=O)c2ccccc12)N1CCN(c2ncccn2)CC1	1600	1778
Cc1ccccc1Nc1c(F)c(F)c(F)c(F)c1C(=O)O	1585	1602
CCOC(=O)c1oc2ccccc2c1CN1CCCCC1	1616	1946
CCOC(=O)c1c(C)nc(SC)c(C#N)c1-c1ccccc1	1607	1755
CCOCC(=O)Nc1ccc([N+](=O)[O-])cc1C	1537	1621
O=C(CSc1nc(-c2ccc(F)cc2)cs1)NCCN1C(=O)CSC1=O	1493	1563
CC(C)(C)CC(=O)Nc1ccccc1N1CCN(c2ccccc2)CC1	1696	1765
Cc1cc(SCC#N)nc2ccccc12	1698	1900
O=C(C(=O)N1CCc2ccccc2C1)c1cn(CC(=O)N2CCCC2)c2ccccc12	1576	1962
COC(=O)c1cccc(NC(=S)NCc2ccco2)c1	1618	1801
Cc1ccc(N(C)C(=O)c2ccc3c(Cl)c4c(nc3c2)CCC4)cc1C	1548	1800
CC(NC(=O)NC1CCCCC1)C(c1cccs1)N1CCN(C)CC1 (stereo unspecified)	1564	1735
COc1cc(C(=O)Nc2ccc3c(c2)Cc2ccccc2-3)cc(OC)c1OC	1529	1748
O=C(CN1CCC(c2nc3ccccc3s2)CC1)N1CCCCC1	1618	1668
Cn1c(=O)c2c(ncn2CC(O)CNc2cccc(Cl)c2)n(C)c1=O (stereo unspecified)	1548	1942
CCn1ccnc1CN(C)Cc1cn(-c2ccc(C)cc2)nc1-c1ccc(F)cc1	1911	1709
O=[N+]([O-])c1cc(-c2n(-c3ccccn3)c3ccccc3[n+]2-c2ccccn2)ccc1Cl	1607	1688
CC(=O)Nc1ccc2nc(NC(=O)COc3ccc([N+](=O)[O-])cc3)sc2c1	1606	1763
COc1ccc(/C=N/NC(=O)C2C(C=C(Cl)Cl)C2(C)C)c(OC)c1 (stereo unspecified)	1568	2002
CC(=O)Nc1ccc(CN2CCc3c([nH]c4ccccc34)C2c2ccccn2)cc1 (stereo unspecified)	1672	1721
COc1ccc(-c2ccc(CNCCCN3CCOCC3)o2)cc1Cl	1696	1823
CCC(C)(C)NC(=O)c1ccc(Br)o1	1432	1706
CCSC1=NCCN1S(=O)(=O)c1ccc(F)cc1	1496	1655
OCC(O)C(O)C(O)C(O)c1nc2ccccc2[nH]1 (stereo unspecified)	1525	1912
CCOC(=O)c1cc(-c2ccccc2)sc1NC(=O)CSc1nnc(N)s1	1886	1593
Cc1cc(C)n2nc(N)c(N=Nc3ccc4c(c3)OCO4)c2n1	1830	2024
CN1C(=O)C(O)(CC(=O)c2ccccc2O)c2cc(Br)ccc21 (stereo unspecified)	1674	1960
O=C(NC1(C(F)(F)F)OCCO1)c1ccc(F)cc1	1679	1878

Structural class: the compounds so far with a nitro group on carbon (11)
SMILES	SRC3 TRFRET art	SRC1 TRFRET art
O=C(COc1ccc([N+](=O)[O-])cc1)NCCC1=CCCCC1	1331	1647
CCCS(=O)(=O)N1CCN(S(=O)(=O)c2ccccc2[N+](=O)[O-])CC1	1374	1467
Cc1ccccc1Nc1ccc(S(=O)(=O)N2CCOCC2)cc1[N+](=O)[O-]	1671	1629
Cc1cccc(Nc2nc(NCCCN3CCOCC3)nc(N)c2[N+](=O)[O-])c1	1492	1621
COC(=O)c1nn(-c2nc(-c3cccc(OC)c3)cc(C(F)(F)F)n2)cc1[N+](=O)[O-]	1438	1646
Cc1nc(N2CCOCC2)nc(OC(C)C)c1[N+](=O)[O-]	1471	1498
Cn1ccnc1C(=O)c1cccc([N+](=O)[O-])c1	1623	1735
CC1(C)CC(NC(=O)Cc2ccccc2[N+](=O)[O-])CC(C)(C)N1	1852	1814
CCOCC(=O)Nc1ccc([N+](=O)[O-])cc1C	1537	1621
O=[N+]([O-])c1cc(-c2n(-c3ccccn3)c3ccccc3[n+]2-c2ccccn2)ccc1Cl	1607	1688
CC(=O)Nc1ccc2nc(NC(=O)COc3ccc([N+](=O)[O-])cc3)sc2c1	1606	1763

(list continues)
SMILES	SRC3 TRFRET art	SRC1 TRFRET art
O=C(CC(c1ccco1)S(=O)(=O)c1ccccc1)c1ccc(F)cc1 (stereo unspecified)	1562	1688
O=C(c1cccc2ccccc12)C1CCCN(C(=O)CCCn2cncn2)C1 (stereo unspecified)	1616	1701
Cc1ccc(NS(=O)(=O)c2cc([N+](=O)[O-])ccc2NNC(=S)Nc2cc(C)ccc2C)c(C)c1	1712	2143
CCc1nc(C)ccc1OC(=O)C12CC3CC(CC(C3)C1)C2	1701	1774

Given with two lines to a compound: entries from further up.
Results follow in this order: SRC3 TRFRET art	SRC1 TRFRET art
O=C(CC(c1ccco1)S(=O)(=O)c1ccccc1)c1ccc(F)cc1 (stereo unspecified)
  1562	1688
O=C(c1cccc2ccccc12)C1CCCN(C(=O)CCCn2cncn2)C1 (stereo unspecified)
  1616	1701
